From PubChem BioAssay
DNMT1 inh – blocks human DNA methyltransferase DNMT1. DNMT1 molecular beacon, Hinp1I cleavage, fluorescence. P26358. AID 588458. inhibition (reported as % activation of signal), % at 10 µM. 0.83% of 360,000 active; in the data active = inhibition above about 50%
STEP inh – inhibitors of human striatal-enriched phosphatase STEP | AID 588621 | P54829 | recombinant STEP, OMFP fluorogenic substrate, fluorescence | inhibition, % at 20 µM | 0.25% of 360,000 active;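 active = inhibition at 20 µM, scaled per plate between control wells, above about 37%, limit read from the data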;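 note: 0% = DMSO with enzyme and substrate and 100% = substrate only without enzyme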
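Test system: STEP tyrosine phosphatase / Reagent: OMFP at 25 µM / Doses: 20 µM, 1% DMSO / Read-out: percent inhibition scaled to no-enzyme and uninhibited-enzyme controls, plate-pattern corrected / Detection: FITC-channel fluorescence of OMFP product / Medium: Bis-Tris buffer pH 6.0, 2.5 mM DTT, 0.005% Tween 20 / Schedule: 20 min at room temperature, dark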
Scp1 inh – blocks human Scp-1 phosphatase activity. Recombinant Scp1, phosphopeptide, malachite green phosphate absorbance. inhibition, % at 20 µM. 0.88% of 340,000 active. AID 493091;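 active = inhibition above about 50% at 20 µM, limit read from the data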;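 note: plate controls were DMSO wells with enzyme for no effect and wells lacking enzyme for full effect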
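Test system – truncated SCP-1 phosphatase (76-261aa) · Reagent – Phosphorylated 17-residue peptide substrate · Incubation – 45 min room-temperature reaction, 5 min colour, 30 min stabiliser · Detection – colorimetric phosphate reagent with accelerator and stabiliser, absorbance at 630 nm · Measure – % inhibition at 20 µM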
Rpn11 block – inhibitors of human proteasome Rpn11; O00487; human 26S proteasome, Ub4-pepOG fluorescence polarization; 20S core pre-blocked with epoxomicin; calls only at 20 µM; 0.59% of 360,000 active; AID 588493;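 active = inhibition at 20 µM, scaled to each plate's controls, above about 33%, limit read from the data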
NRP1-CendR mod – modulators of CendR peptide binding to human neuropilin-1. O14786. FAM-RPARPAR peptide binding to NRP-1, fluorescence polarization. inhibition, % at 25 µM. 0.85% of 360,000 active. AID 602438;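 active = inhibition or corrected inhibition above about 18%, plus a signal ratio from 0.5 to 1.5, limit read from the data, passing the limit was not always enough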; note: strong numbers were not always called active
Target sequence (O14786 whole entry, looked up): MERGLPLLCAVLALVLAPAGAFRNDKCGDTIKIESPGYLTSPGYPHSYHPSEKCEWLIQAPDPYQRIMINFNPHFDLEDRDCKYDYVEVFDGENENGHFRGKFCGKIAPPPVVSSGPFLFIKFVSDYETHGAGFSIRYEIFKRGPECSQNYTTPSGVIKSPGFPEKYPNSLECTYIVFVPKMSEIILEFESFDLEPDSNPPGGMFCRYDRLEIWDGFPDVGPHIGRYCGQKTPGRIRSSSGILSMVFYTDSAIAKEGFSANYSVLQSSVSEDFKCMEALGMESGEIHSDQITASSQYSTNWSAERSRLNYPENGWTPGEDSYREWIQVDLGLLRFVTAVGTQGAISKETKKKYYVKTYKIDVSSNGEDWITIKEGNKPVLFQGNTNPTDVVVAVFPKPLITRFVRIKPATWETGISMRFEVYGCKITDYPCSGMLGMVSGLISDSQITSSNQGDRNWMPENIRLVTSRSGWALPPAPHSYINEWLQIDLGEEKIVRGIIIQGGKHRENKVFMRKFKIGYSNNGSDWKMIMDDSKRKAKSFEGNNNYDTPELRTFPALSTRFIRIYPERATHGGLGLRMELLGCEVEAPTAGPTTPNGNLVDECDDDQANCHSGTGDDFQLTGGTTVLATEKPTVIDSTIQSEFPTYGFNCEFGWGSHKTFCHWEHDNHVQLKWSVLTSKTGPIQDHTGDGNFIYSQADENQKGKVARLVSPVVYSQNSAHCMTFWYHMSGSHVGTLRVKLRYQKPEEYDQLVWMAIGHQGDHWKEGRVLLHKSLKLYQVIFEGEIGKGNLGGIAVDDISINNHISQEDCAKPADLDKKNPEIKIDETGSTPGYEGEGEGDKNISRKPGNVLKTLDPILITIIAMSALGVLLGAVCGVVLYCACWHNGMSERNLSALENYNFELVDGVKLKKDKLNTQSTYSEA
LMPTP inh – LMPTP (human) inhibition. P24666. recombinant LMPTP-A, OMFP fluorogenic substrate, fluorescence intensity. inhibition, % at 20 µM. 0.22% of 360,000 active. AID 651560;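 active = compounds that cut the enzyme signal by at least half of the control window in the single-dose screen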;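 note: plate controls were DMSO wells with enzyme plus substrate for no effect and substrate without enzyme for full effect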
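Test system: LMPTP-A phosphatase enzyme. Amount: LMPTP-A at 0.625 nM final in the reaction. Reagent: OMFP substrate, 400 µM final. Times: 50 min at room temperature. Signal: endpoint fluorescence intensity from OMFP dephosphorylation. Read-out basis: % inhibition. Benchmarks: no-enzyme and uninhibited controls.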
MT1-MMP act inh – MT1-MMP (human) activation inhibition; P50281; HT1080 RFP-PRO-GFP cells, GFP/RFP ratio fluorescence, overnight; percent of plate control window, DMSO zero; GFP/RFP ratio change, % at 20 µM; 0.061% of 360,000 active;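 active = GFP/RFP ratio change of at least 30% with cell ATP level not reduced by more than half and red fluorescence within 50% of control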; note: strong numbers were not always called active
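Assay system: HT1080 RFP-PRO-GFP cells. Benchmarks: DMSO vehicle wells and RFP-L50D-GFP reporter cell wells. Times: overnight cell settling, then overnight compound exposure, 37 °C, 5% CO2. Compound: 20 µM single dose, 1% DMSO. Read-out basis: GFP/RFP fluorescence ratio.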
NadD inh – inhibitors of Staphylococcus aureus NadD. purified NadD enzyme, colorimetric absorbance read-out. 0.78% of 360,000 active. inhibition, % at 20 µM. AID 602399; in the data active = inhibition above about 26%; note: some compounds past the cut are filed as inactive
SKN-1 inh – inhibitors of C. elegans SKN-1 | C. elegans VP596 Pgst-4::GFP/RFP ratio, acrylamide-induced, 24 h | inhibition, % at 21.8 µM | AID 624304 | 0.49% of 360,000 active;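 active = interference check ratio from 0.5 to 1.5 plus GFP to RFP signal ratio inhibition reaching or exceeding a fixed threshold, cut at about 30% in these data, passing the limit was not always enough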; note: some compounds called inactive have numbers as strong as hits
SUMO1-SIM PPI – SUMO1-SIM interaction modulation. AID 602429. inhibition, % at 20 µM. P63165. SUMO1 binding to a labelled peptide, TR-FRET, 1 h. 0.33% of 360,000 active; in the data active = inhibition above about 37%
Target sequence (P63165 whole entry, looked up): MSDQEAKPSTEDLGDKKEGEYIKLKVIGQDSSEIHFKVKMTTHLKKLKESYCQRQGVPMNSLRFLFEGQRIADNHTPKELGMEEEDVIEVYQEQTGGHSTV
The depositor's hits bear a star; i = inactive; · = no result given; + = active, no number; & = joins results of further samples.

SMILES	DNMT1 inh	STEP inh	Scp1 inh	Rpn11 block	NRP1-CendR mod	LMPTP inh	MT1-MMP act inh	NadD inh	SKN-1 inh	SUMO1-SIM PPI
COc1cc2c(cc1N)-c1ccc(N)cc1C2=O	-3	-2	·	i	-10	2.3	5	-5	20	-22
CCCCNC(=O)Nc1ccccc1CC	-1	-2	-21	i	6	-1.3	3	-7	13	13
CCN(Cc1ccccc1)C(=O)c1ccc(C(=O)N(CC)Cc2ccccc2)cc1	-1	3	-2	i	-18	-0.6	2	6	2	5
O=C(CN1CCCc2ccccc21)Nc1cccc(S(=O)(=O)N2CCOCC2)c1	0	-5	-8	·	-63	1.7	-15	0	11	-2
COCC(C)OC(=O)c1c(N)n(CC(C)C)c2nc3ccccc3nc12 (stereo not drawn)	60*	3	5	i	12	20	-14	2	32	41*
COc1ccc(C2NC(=S)NC3=C2CCCC3=C2SCCS2)cc1 (stereo not drawn)	-11	-1	7	i	-9	0.1	12	61*	14	-10
COC(=O)[C@H](Cc1ccc(O)cc1)NC(=O)Cn1cnc2c(OCc3ccccc3)ncnc21	1	-1	0	i	2	-1.0	2	-2	-5	2
CCc1ccc(-c2cc(C(F)(F)F)n3nc(C(=O)Nc4c(C)nn(Cc5ccc(F)cc5)c4C)cc3n2)s1	-3	3	1	i	5	4.9	-4	9	12	-3
Cc1nc2ccccc2c2c1C(=O)N(Cc1cccnc1)C2=O	-10	-2	-6	i	-4	3.1	3	2	10	-22
COc1cc(/C=C/C(=O)Nc2nnc(CC(C)(C)C)s2)cc(OC)c1OC	-4	7	-8	i	-2	1.4	4	0	-2	-2
CC(=O)Nc1ccccc1C(=O)C(=O)Nc1cccc(C(=O)NCC2CCCO2)c1 (stereo not drawn)	3	-1	-1	i	-4	-0.5	6	-3	-9	0
COc1ccc(S(=O)(=O)N2CCCOC2CNC(=O)C(=O)NCc2ccccn2)cc1 (stereo not drawn)	-2	1	-4	i	-2	-0.5	3	3	2	-7
O=C(NCCC1CCCCN1S(=O)(=O)c1ccc(F)cc1)C(=O)Nc1ccccc1 (stereo not drawn)	0	-4	-2	i	12	1.6	-2	-10	4	3
CCOC(=O)N1CCN(C(=O)C2CCN(C(=O)c3ccc([N+](=O)[O-])cc3)CC2)CC1	0	-1	-7	i	12	0.0	-2	1	15	-29
Cn1cc(S(=O)(=O)Nc2cccc3ccccc23)c(=O)n(C)c1=O	2	-1	-2	i	-4	-0.9	0	-3	14	-3
CC(NC(=O)COC(=O)CSc1ccc(F)cc1)c1ccc(F)cc1 (stereo not drawn)	0	-1	-6	i	1	-0.2	3	1	5	3
Cc1ccc2nc(C)c3c(c2c1)SCC3	-2	-1	-4	i	-10	-1.3	2	-4	15	-14
C/C(=N\NC(=O)CCC(=O)NCc1ccccc1)c1ccc([N+](=O)[O-])cc1	3	-2	0	i	0	-1.0	-4	0	6	-25
Cc1cc(C)cc(C(=O)Oc2coc(CSc3nnc(NC(=O)C4CC4)s3)cc2=O)c1	9	-1	5	i	-2	1.7	11	10	3	-1
N#CCCCc1cc2ccccc2cn1	3	-4	-2	i	-4	-1.0	2	-1	0	2
CCN(CC)N=Nc1ccc(S(=O)(=O)Nc2nc(C)cc(C)n2)cc1	0&1	0&0	-9&-7	i	-3&0	0.4&-0.7	0&0	-3&-4	1&-23	-3&-1
COC(=O)c1ccc(Oc2nc(C(N)=O)cc(-c3ccccc3)n2)cc1	1	0	-5	+	-20	1.6	1	-3	-3	-1
CCOC(=O)c1cc(-c2cccs2)nn1CCC#N	3	0	12	i	-2	-1.2	11	2	15	0
COc1ccc(-c2nnc(CSc3ncnc4sc5c(c34)CCC5)o2)cc1OC	1	0	-8	i	14	2.9	8	1	-1	4
Nc1ncc(-c2cc3ccccc3oc2=O)s1	-1	2	-5	i	2	-0.1	2	5	4	-11
(list continues)
SMILES	DNMT1 inh	STEP inh	Scp1 inh	Rpn11 block	NRP1-CendR mod	LMPTP inh	MT1-MMP act inh	NadD inh	SKN-1 inh	SUMO1-SIM PPI
CCCCCCC(=O)Nc1nc(C)c(-c2csc(Nc3cc(Cl)ccc3OC)n2)s1	-26	2	2	i	-2	2.2	8	33*	0	4
Cc1nc(SCc2ccccc2)c(C(F)(F)F)c(=O)[nH]1	-3	-1	17	i	15	-0.9	0	-3	7	3
CCn1cc(SCC(=O)NCC2CCCO2)c2ccccc21 (stereo not drawn)	0	-2	-9	i	-4	-0.7	-5	1	4	0
CN(C)c1ccc(NC(=O)c2cccc([N+](=O)[O-])c2)c2ccccc12	-7	3	3	i	-7	-2.5	-4	4	3	-28
COc1ccc(C(=O)c2ccc(N3CCN(C4CC(=O)NC4=O)CC3)cc2)cc1F (stereo not drawn)	-4	-2	-5	i	9	-1.5	-4	1	15	-8
O=C(CSC1CS(=O)(=O)c2cc([N+](=O)[O-])ccc21)NNC(=O)c1ccc(Cl)cc1 (stereo not drawn)	1	-1	-4	i	0	-1.6	-1	-1	11	-31
Cc1cc(C)nc(NC(=O)/C=C/c2ccc3c(c2)OCO3)c1	-1	-2	5	i	10	0.1	-12	3	-1	-14
O=C(NCCCN1CCOCC1)C1CCN(S(=O)(=O)c2ccccc2)CC1	8	-2	-2	i	-7	-2.7	-2	-7	10	-3
COCC(=O)N1CCCC(C(=O)c2ccc3c4c(cccc24)CC3)C1 (stereo not drawn)	-4	2	-2	i	-3	0.8	-1	1	7	-24
COc1ccc(CNC(=O)CN(Cc2ccc(C)cc2)S(=O)(=O)c2ccc(Cl)cc2)cc1	7	12	-7	i	-2	3.3	5	2	14	-1
CCOC(=O)Cn1cnc2c(nnn2-c2ccc(C)cc2)c1=O	2	2	-2	i	-6	0.2	-5	1	6	0
NS(=O)(=O)c1cccc(NC(=O)COC(=O)CC2Sc3ccccc3NC2=O)c1 (stereo not drawn)	-1	-4	-5	i	8	0.1	-3	0	-4	8
CCC(=O)N1c2ccccc2NC2=C(C(=O)CC(C)(C)C2)C1c1cccnc1 (stereo not drawn)	2	-4	-5	i	-7	-0.8	0	-1	-40	-11
CCOC(=O)C1CCN(C(=O)C2CCCN(c3ncnc4c3nc3n4CCCCC3)C2)CC1 (stereo not drawn)	2	-2	-7	i	11	-1.0	0	1	8	4
COc1cccc(NC(=O)CSc2nnc(-c3cc(C)n(-c4ccccc4)c3C)o2)c1	-16	3	6	i	-6	3.2	9	-7	-1	-1
O=C(O)c1ccccc1C(=O)OCc1c(-c2ccccc2)ncc2ccccc12	2	2	0	i	-4	0.2	-1	4	-11	-9
O=S(=O)(CCc1ccccc1)/N=C/c1cccs1	3	4	3	i	1	0.8	2	-3	-3	2
Cc1c(NC(=O)COC(=O)c2ccc[nH]c2=O)c(=O)n(-c2ccccc2)n1C	1	0	-9	i	-5	-1.1	6	-1	-1	-2
O=C1c2cccc3cccc(c23)C(=O)N1c1cccnc1	7	2	-3	i	11	-0.7	-5	-2	-3	-33
Cc1ccc(S(=O)(=O)N2CCCC2C(=O)N(C)Cc2cccs2)cc1 (stereo not drawn)	-2	0	-7	i	19	-1.1	-1	4	-8	-1
CN(C)S(=O)(=O)c1cccc(NC(=O)c2cccc(S(=O)(=O)N3CCCCC3)c2)c1	-4	0	-3	i	13	-1.8	-4	-2	4	2
O=C(N1CCCCC1)C1(S(=O)(=O)c2ccccc2)CC=CC1	5	-1	0	i	4	-2.7	2	-4	1	0
CCCN(C(=O)CCNC(=O)c1ccc(Cl)cc1)c1c(N)n(Cc2ccccc2)c(=O)[nH]c1=O	12	-1	1	i	5	-0.7	2	10	22	-1
CCS(=O)(=O)c1ccc(-c2cccc(NC(=O)c3ccco3)c2)nn1	1	2	-5	i	-1	-0.8	-2	0	-3	0
COc1ccc2sc(-c3ccc(SC)cc3)c(C#CCO)c2c1	-31	-2	12	i	-19	-1.4	-5	-7	8	-11
Further results:
SMILES	DNMT1 inh	STEP inh	Scp1 inh	Rpn11 block	NRP1-CendR mod	LMPTP inh	MT1-MMP act inh	NadD inh	SKN-1 inh	SUMO1-SIM PPI
Cc1nn(CCC(=O)O)c(C)c1C	19	-5	8	i	9	-1.1	-2	9	8	25
COc1ccc(S(=O)(=O)N2CCCCCC2)cc1C(=O)OCC(=O)NC(C)(C)C	0	2	-5	i	12	0.5	-2	2	8	0
CCN(Cc1ccccc1)C(=O)CC1Oc2ccccc2NC1=O (stereo not drawn)	-3	-2	-12	i	-5	-0.9	2	-2	-7	1
CCCCCCC(=O)Nc1ccc(S(=O)(=O)Nc2onc(C)c2C)cc1	2	-1	-8	i	8	-1.6	3	0	-9	3
O=C1CSC(=S)N1N=Cc1c(F)cccc1Cl	-14	3	·	i	-14	1.4	0	16	-2	2
CC(=O)C[C@H]1c2ccccc2S(=O)(=O)N1c1ccccc1	-2	1	-8	i	-4	-1.5	0	-3	12	-3
CCOc1cc(CNc2ncnc3nc[nH]c23)ccc1OC	-4	-4	10	i	-12	0.0	2	-2	-8	7
Cc1ccc(C(=O)N/N=C\c2ccc([N+](=O)[O-])o2)cn1	-9	2	-1	i	-13	-1.5	1	3	-2	-27
NC(=O)NCCCC(=O)NCC(c1ccccc1Cl)c1c[nH]c2ccccc12 (stereo not drawn)	-18	1	-11	i	5	-0.1	-2	-6	-6	4
C=CCn1c(N)c(C(=O)Nc2ccccc2OC)sc1=S	-1	1	-11	i	4	0.4	-1	-2	7	-18
O=C(NCC(=O)N1CCN(C(c2ccccc2)c2ccccc2)CC1)c1ccccc1Br	-5	-1	·	i	0	1.3	-3	1	0	0
CC(C)(C)c1ccc(C(=O)COC(=O)CN2C(=O)NC3(CCCC3)C2=O)cc1	1	0	-14	i	-5	0.8	-3	-6	3	2
CCNC(=O)C/C(C)=N/NC(=O)C1CCCCC1	1	-2	-3	i	-8	-2.5	-1	-1	-3	2
